NR2E3 ag-1 – activates human NR2E3 receptor. inhibition of corepressor binding, % at 3.98 µM. Q9Y5X4. 0.35% of 360,000 active. CHO-S Gal4-NCOR/VP16-NR2E3 two-hybrid, luciferase. AID 602229;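 active = inhibition above the mean of all tested compounds plus 3 SD, cut at about 70% in these data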;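 also: 0% = DMSO with NR2E3 transfected cells and 100% = cells lacking NR2E3 construct; higher means lower luciferase signal from less NR2E3 corepressor binding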
Target sequence (Q9Y5X4 whole entry, looked up, the tested form may be a part): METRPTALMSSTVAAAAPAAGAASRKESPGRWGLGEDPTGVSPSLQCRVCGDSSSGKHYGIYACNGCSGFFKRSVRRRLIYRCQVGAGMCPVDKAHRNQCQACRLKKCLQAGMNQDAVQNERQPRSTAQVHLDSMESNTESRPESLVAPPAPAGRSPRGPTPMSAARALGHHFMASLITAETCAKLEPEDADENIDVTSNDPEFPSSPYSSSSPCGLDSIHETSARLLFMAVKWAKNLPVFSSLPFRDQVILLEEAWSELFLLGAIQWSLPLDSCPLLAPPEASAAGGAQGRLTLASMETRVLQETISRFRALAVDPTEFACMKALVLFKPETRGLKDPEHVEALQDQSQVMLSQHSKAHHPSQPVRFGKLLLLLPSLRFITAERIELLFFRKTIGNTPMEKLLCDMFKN
CaV13 FRET inh – Disruptors of the CACNA1D IQ motif to Ca2+-dependent inactivation inhibitor domain association, primary screening, Förster resonance energy transfer in intact living …; HEK cells, CFP/YFP FRET ICDI-IQ, plate reader, 10 min; percent FRET-ratio fall versus neutral wells; 0.098% of 340,000 active; inhibition, % at 12.3 µM;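 active = mean replicate inhibition of at least 30% and at least 1% of replicates passing that level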;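 also: 0% = median of the neutral control wells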
aDG glyco act – increases alpha dystroglycan glycosylation; Pro5-aDG cells, alpha-DG glycosylation AlphaScreen (IIH6); 0% Pro5, 100% B10-LARGE cell signal; activation, % at 10 µM; 0.22% of 360,000 active; AID 624168;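 active = activation of at least 8% versus controls, or a plate z-score of at least 8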;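 also: Pro5 are CHO cells carrying HIG-tagged alpha-DG that lacks glycosylation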
Vif imaging – HIV Vif inhibition | HEK293T cells, Vif self-association by quenched fluorescence, imaging, 24 h | inhibition, % at 7.49 µM | 0.35% of 340,000 active | AID 602346; in the data active = inhibition above about 50%, passing the limit was not always enough; also: some results filed as inactive read as strong as hits
Exocytosis inh – blocks lytic granule exocytosis; TALL-104 LAMP-1 surface exposure, flow cytometry; cells stimulated with thapsigargin and PMA; inhibition, % at 10 µM; 0.66% of 360,000 active; AID 651702;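 active = inhibition above about 55%, limit read from the data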
NR2E3 ag-2 – activates human photoreceptor nuclear receptor NR2E3 | inhibition of corepressor binding, % at 4.78 µM | Q9Y5X4 | AID 2300 | 0.12% of 320,000 active | GST-NR2E3/biotin-RetCOR TR-FRET, 1536-well;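 active = percent inhibition above the cutoff of mean plus 3 SD of all tested compounds, set per screening campaign, cut at about 20% in these data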;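 also: 0% = DMSO wells and 100% = biotin wells as full block of FRET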
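Test system: GST-NR2E3 and biotin-RetCOR proteins | Quantity: 1.35 nM GST-tagged NR2E3 final | Medium: Tris pH 7.5 | Also added: 7 nM biotin-RetCOR | Dosing: Compound at 4.8 µM, single dose | Timing: 5 h at 4 °C | Detection: Time-resolved FRET | Read-out basis: Percent inhibition | Benchmarks: Biotin wells as high control, 0.6% DMSO wells as low control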
MITF TRPM1 inh – inhibitors of MITF-driven TRPM1 promoter in melanoma cells; 0.83% of 330,000 active; SK-MEL-5 TRPM1 promoter luciferase, 24 h; inhibition, % at 12.5 µM;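 active = mean inhibition across replicates of 60% or more, whatever share of single replicates reaches that level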; also: values of inactives mirror those of a sister screen read the other way
Peg3 promoter – Peg3 promoter activity inhibition; HeLa PEG-Prom luciferase reporter, luminescence, overnight; inhibition, % at 20 µM; 1.7% of 360,000 active; AID 588405;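 active = inhibition of at least 50% at 20 µM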
HIF-2a inh – HIF-2a inhibition | AID 624352 | 786-0 RCC cells HIF-2a reporter, luciferase luminescence, overnight | 0.72% of 360,000 active | inhibition, % at 18.8 µM;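 active = inhibition of the luminescence signal of 40% or more relative to plate controls, in a single-dose primary screen at 18.75 µM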
hiPSC survival – enhancers of human iPSC single-cell survival; hiPSC single-cell survival, ATPlite luminescence; 100% = ROCK inhibitor wells, 0% = DMSO; survival enhancement, % at 20 µM; 0.044% of 360,000 active; in the data active = survival enhancement above about 18%;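 also: cells exposed to compounds for 16 hours before the ATP read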
PDI inh – PDI (human) enzyme inhibition; PDI insulin aggregation turbidity, A650, 90 min; inhibition, % at 10 µM; 0.052% of 350,000 active; AID 588391;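 active = mean inhibition across replicates of 30% or more, whatever share of single replicates reach that level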;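 also: absorbance from insulin aggregation driven by PDI reduction with DTT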
Target sequence (P07237 whole entry, looked up): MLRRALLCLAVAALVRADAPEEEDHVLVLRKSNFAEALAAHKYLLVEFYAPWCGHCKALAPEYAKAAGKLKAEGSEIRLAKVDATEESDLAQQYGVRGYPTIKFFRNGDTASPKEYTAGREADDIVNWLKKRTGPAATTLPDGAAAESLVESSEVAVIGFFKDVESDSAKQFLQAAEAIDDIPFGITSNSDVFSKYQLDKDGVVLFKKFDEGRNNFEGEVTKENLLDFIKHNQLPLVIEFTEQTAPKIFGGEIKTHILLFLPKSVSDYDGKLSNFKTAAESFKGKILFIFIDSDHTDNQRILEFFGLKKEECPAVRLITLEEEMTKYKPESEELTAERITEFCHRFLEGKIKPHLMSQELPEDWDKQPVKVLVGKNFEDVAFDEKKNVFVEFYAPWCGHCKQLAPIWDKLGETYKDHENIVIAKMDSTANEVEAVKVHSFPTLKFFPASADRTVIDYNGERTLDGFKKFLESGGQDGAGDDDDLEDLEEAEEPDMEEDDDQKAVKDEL
Active calls of the source: *; nt = not tested or not shown.

# | SMILES | NR2E3 ag-1 | CaV13 FRET inh | aDG glyco act | Vif imaging | Exocytosis inh | NR2E3 ag-2 | MITF TRPM1 inh | Peg3 promoter | HIF-2a inh | hiPSC survival | PDI inh
1 | CN(C)S(=O)(=O)c1ccc(Cl)c(NC(=O)CSc2nc3c(cc2C#N)C(=O)CCC3)c1 | -4 | -3 | 0.5 | -10 | 35 | -4 | -13 | 4 | 13 | 2.4 | 3
2 | CCOc1ccc(N(Cc2cc3ccc(C)cc3[nH]c2=O)S(=O)(=O)c2ccccc2)cc1 | 22 | -4 | -0.1 | -9 | -1 | 3 | 35 | 47 | -4 | -0.2 | -6
3 | COc1cc(C2C(C#N)=C(N)Oc3n[nH]c(-c4ccncc4)c32)cc(OC)c1OC (configuration not stated) | -14 | 0 | -0.4 | -1 | -2 | 1 | 8 | 10 | 9 | -0.5 | 6
4 | Cc1ccccc1-n1nnnc1SCC(=O)N(C)C1CCS(=O)(=O)C1 (configuration not stated) | -1 | -2 | 0.1 | -7 | -2 | -1 | 4 | -1 | 1 | -0.3 | -4
5 | Cc1cc2ncn(CC(O)COc3cccc(C(=O)O)c3)c2cc1C (configuration not stated) | 7 | -5 | -0.2 | 3 | -1 | 0 | 4 | 2 | 17 | 0.5 | -2
6 | O=C(/C=C/[C@H]1O[C@@H](n2cnc3c(NC(=O)c4ccccc4)ncnc32)[C@H](O)[C@@H]1O)N[C@@H](CO)Cc1c[nH]c2ccccc12 | 5 | -5 | 0.0 | nt | -2 | nt | nt | 14 | 9 | -2.1 | nt
7 | Cc1ccc(C)c(NC(=O)c2ccccn2)c1 | -24 | -9 | 0.0 | 7 | -4 | 2 | -12 | -100 | -134 | -1.2 | -8
8 | CC(C)CNS(=O)(=O)c1cc(C(=O)OCC(=O)N(C)C2CCS(=O)(=O)C2)c(Cl)cc1Cl (configuration not stated) | -14 | -6 | 0.4 | -1 | 0 | -2 | 0 | -9 | 10 | -0.2 | 1
9 | O=c1c2ccccc2nnn1CSc1nnc2ccccn12 | -103 | -4 | -0.3 | -1 | 1 | 1 | -54 | -182 | -166 | -1.2 | -2
10 | CCOC(=O)C1=C(C)NC(C)=C(C(=O)OC)C1c1ccco1 (configuration not stated) | -11 | 4 | -0.1 | 5 | 5 | 0 | 14 | 9 | 17 | 0.3 | 3
11 | COC(=O)c1cccc(S(=O)(=O)N2CCOCC2)c1 | -17 | -5 | 0.1 | -3 | -3 | 5 | 5 | 1 | 1 | 3.1 | -7
12 | COc1cccc(C(=O)NC2CCCC2)c1 | -32 | -6 | 0.6 | 6 | 0 | -1 | -3 | -26 | -32 | 1.4 | 2
13 | C/C(CC(=O)NCCCN1CCOCC1)=N\NC(=O)COc1ccc(C)cc1 | -22 | -4 | -0.5 | -7 | -4 | 1 | 7 | -12 | 12 | 3.1 | 6
14 | Oc1cc(NCc2cccnc2)ccc1-c1nc2ccccc2o1 | -51 | -3 | 0.1 | 4 | 3 | 3 | -60 | -349 | -327 | 1.6 | 7
15 | COc1ccc(C(=O)NCCNc2nc3ccc(C)cc3cc2C#N)cc1 | -30 | 25 | 0.0 | -2 | 47 | -1 | -4 | -7 | -17 | -0.6 | 3
16 | CC(=O)Nc1ccc(C2CC(c3ccc(Cl)cc3)=NN2c2ccccc2)cc1 (configuration not stated) | -49 | -4 | 1.3 | -3 | -6 | 2 | -21 | -86 | -202 | 0.8 | -42
17 | Cc1csc(Cn2c(CN(C)C)nc3ccccc3c2=O)n1 | -17 | -1 | 0.2 | 4 | 3 | -1 | 8 | 5 | 4 | -2.7 | -6
18 | CC(=O)Oc1ccc(C(=O)[C@H]2[C@H]3C(=O)N(c4ccc(C)cc4C)C(=O)[C@H]3[C@@H]3C=CC=NN32)cc1 | -43 | -5 | 0.0 | 0 | -1 | 2 | 5 | 18 | 9 | 0.5 | 3
19 | CCCN1CCN(C(=O)CS(=O)(=O)Cc2nc(-c3cccc(OC)c3)oc2C)CC1 | 5 | -7 | 0.0 | 3 | -5 | 2 | -4 | -1 | 10 | -0.3 | 0
20 | COc1cccc(/C(C#N)=C/c2c(-c3ccc(Cl)cc3)nc3c(C)cccn23)c1 | -6 | nt | -0.5 | -6 | -4 | 0 | -8 | 35 | 20 | -3.5 | 0
21 | O=C(CCCCCNC(=O)N1CCn2c1nc1ccccc12)NCc1ccccc1 | -3 | -4 | 0.6 | 2 | -1 | 1 | 4 | -8 | 4 | 0.3 | 10
22 | Cc1ccc(N/C=C/c2onc(C)c2[N+](=O)[O-])cc1 | -109 | -6 | -0.1 | -2 | -2 | -3 | -118 | -230 | -408 | 0.0 | 0
23 | CC(=O)Nc1ccc(S(=O)(=O)N2CCN=C2SCc2ccccc2C)cc1 | 6 | -12 | -0.1 | 12 | -1 | 0 | -14 | 19 | 13 | 0.3 | -4
24 | CC(C)C[C@H](NC(=O)OC(C)(C)C)C(=O)N[C@@H](CO)[C@H](O)[C@@H]1C[C@@H]1C(=O)N(C)C | -18 | nt | 0.0 | -1 | -5 | 0 | 3 | 2 | 12 | -2.1 | -4
25 | COc1cc(/C=N/NC(=O)Cn2cnc3ccccc3c2=O)ccc1O | -29 | 9 | -0.2 | -3 | -3 | 0 | 12 | 0 | 17 | 0.8 | 3
26 | CCOc1nc(NCCO)nc(Nc2ccccc2F)n1 | -16 | -6 | -0.2 | 1 | -2 | 2 | -16 | -32 | -44 | 0.5 | -11
27 | Cc1cc(C)c2sc(NC(=O)C3=COCCO3)nc2c1 | -224 | nt | 0.0 | -8 | 1 | 3 | -36 | -315 | -200 | 0.4 | -2
28 | COCCCNc1nc(N)c([N+](=O)[O-])c(N2CCCCCC2)n1 | -3 | -14 | 0.0 | nt | -7 | -2 | 7 | 12 | 0 | -0.9 | 0
29 | COCCN(C(=O)c1ccccc1)c1nnc(-c2cccnc2)s1 | -25 | -1 | -0.6 | -9 | 2 | 2 | 0 | -12 | -26 | 1.7 | -3
30 | C=CCc1cccc(/C=N/NC(=O)CNc2ccccc2)c1O | -103 | -6 | 0.5 | 10 | -2 | 6 | 47 | 43 | 2 | -0.8 | -1
31 | CNC(=O)COc1coc(CN2CCN(Cc3ccccc3)CC2)cc1=O | -62 | -6 | -0.3 | 3 | 3 | 0 | 7 | 5 | 10 | -0.5 | 13
32 | CS(=O)(=O)N(CC(=O)N1CCCCC1)c1sc2c(c1C#N)CCCC2 | -17 | nt | -0.2 | 1 | -3 | 0 | 6 | 6 | 15 | 0.8 | -3
33 | COc1cc(/C=C/C(=O)NCCc2ccc(S(N)(=O)=O)cc2)ccc1OCC#N | 0 | -6 | 0.0 | 2 | -2 | -5 | 13 | 7 | 1 | 1.7 | 8
34 | O=C(Nc1ccc2c(c1)OCCO2)C1CC(c2ccc(F)cc2)=NO1 (configuration not stated) | -6 | -13 | 0.0 | -18 | 2 | -2 | -4 | 4 | -20 | -0.3 | -1
35 | O=C(Nc1ccccc1Cl)c1ccc(-n2cccn2)c([N+](=O)[O-])c1 | -6 | -5 | 0.3 | -3 | 0 | 5 | -7 | -23 | -43 | 2.9 | -1
36 | COc1ccc(/C=N/Nc2ccc([N+](=O)[O-])cc2)cc1O | -168 | -16 | 0.0 | -9 | 37 | -2 | -103 | -416 | -249 | -0.6 | -6
37 | CC(C)NCCOCCSc1ccc(Cl)cc1 | 5 | -3 | 0.3 | 1 | 4 | -3 | -16 | 9 | 0 | 3.4 | 1
38 | CCCN1C[C@H](CSC)C[C@@H]2c3cccc4[nH]cc(c34)C[C@H]21 | -23 | -5 | 0.3 | 3 | 7 | 6 | 5 | -5 | 7 | 0.2 | 14
39 | Cc1cccc(NC(=S)N(CCCN2CCOCC2)C(C)c2cc3ccccc3o2)c1C (configuration not stated) | -16 | 2 | 0.1 | 1 | 2 | 0 | -2 | 6 | 14 | -0.6 | 5
40 | CN(c1cccc(NC(=O)c2ccccc2N(C)S(=O)(=O)c2ccccc2)c1)S(C)(=O)=O | -10 | -2 | -0.2 | -12 | -2 | 1 | 5 | 6 | 9 | 0.1 | -1
41 | COc1ccc(CN2CCNC(=O)C2CC(=O)N(C)CCc2cnn(C)c2)c(F)c1 (configuration not stated) | -2 | -3 | -0.7 | 2 | 0 | -1 | -1 | -5 | 3 | -0.4 | -3
42 | CCCCNC(=O)[C@@H]1CSC2c3ccccc3C(=O)N21 (some centres not stated) | 4 | -19 | 0.0 | -5 | 5 | nt | 3 | -3 | 12 | 0.9 | 11
43 | COc1ccc(OC)c(NC(=O)CSC2=NCCS2)c1 | 4 | -6 | 0.0 | -4 | -2 | 3 | -6 | 1 | 4 | 10 | 10
44 | CCCCOc1cccc(C2C(C(=O)c3cccs3)=C(O)C(=O)N2Cc2cccnc2)c1 (configuration not stated) | 14 | -15 | 0.2 | 8 | -1 | 0 | -3 | -12 | 9 | -0.9 | -4
45 | CC1(C(=O)O)CC(C)(C(=O)O)CC(C)(C(=O)O)C1 (configuration not stated) | 1 | nt | 0.0 | -7 | 7 | 3 | 2 | 6 | 9 | 0.3 | -8
46 | Cc1nnc(NC(=O)CN2CC(C)OC(C)C2)s1 (configuration not stated) | -6 | -5 | 0.1 | -1 | -6 | 3 | 19 | 10 | 15 | -0.7 | 8
47 | Cc1cc(S(=O)(=O)c2ccc([N+](=O)[O-])cn2)ccc1Br | -12 | -2 | -0.2 | -11 | 17 | 0 | 90* | 107* | 93* | 0.8 | -2
48 | CNc1nc(C)c(C(=O)OCC(=O)OC)s1 | -20 | nt | 0.0 | nt | 3 | -1 | -13 | -13 | 8 | 5.2 | 10
49 | O=C(O)C(=O)/C(=C\c1cccc(Cl)c1)c1ccc2ccccc2n1 | -127 | -2 | 0.5 | 17 | -2 | -4 | -20 | -247 | -288 | 0.1 | -4
50 | COc1ccc(/[N+]([O-])=C/c2ccco2)cc1 | -109 | -8 | -0.3 | 1 | 7 | 2 | -84 | -185 | -327 | -3.1 | -3
51 | O=c1oc2ccccc2cc1-c1ccc(O)cc1O | -12 | -5 | -0.3 | 0 | -6 | 1 | -11 | -23 | -50 | -1.0 | -4
52 | Cc1nn(Cc2ccccc2)c(C)c1NC(=O)CSc1nc(C2CC2)nc2c1cnn2-c1ccccc1 | -13 | -4 | 0.3 | nt | -3 | -3 | 29 | 28 | 21 | -2.5 | 0
53 | CCOC(=O)N(Cc1ccccc1)C(C(=O)O)C(C(=O)O)N(Cc1ccccc1)C(=O)OCC (configuration not stated) | 2 | nt | 0.4 | 9 | 1 | 0 | 0 | -4 | 21 | -2.2 | 15

Ordered by the number under Exocytosis inh (highest first): three from the list above
cpd | smiles | NR2E3 ag-1 | CaV13 FRET inh | aDG glyco act | Vif imaging | Exocytosis inh | NR2E3 ag-2 | MITF TRPM1 inh | Peg3 promoter | HIF-2a inh | PDI inh
38 | CCCN1C[C@H](CSC)C[C@@H]2c3cccc4[nH]cc(c34)C[C@H]21 | -23 | -5 | 0.3 | 3 | 7 | 6 | 5 | -5 | 7 | 14
48 | CNc1nc(C)c(C(=O)OCC(=O)OC)s1 | -20 | nt | 0.0 | nt | 3 | -1 | -13 | -13 | 8 | 10
49 | O=C(O)C(=O)/C(=C\c1cccc(Cl)c1)c1ccc2ccccc2n1 | -127 | -2 | 0.5 | 17 | -2 | -4 | -20 | -247 | -288 | -4

Screens (PubChem BioAssay)

Compounds were not picked by outcome; overall some 3.5% were active at least once.
